NPYLR7 agonist: mosquito NPYLR7 agonism. HEK293T NPYLR7/Galpha15, GCaMP6s calcium fluorescence. activation, % at 10 µM. 270,000 tested, 0.15% active; in the data active = activation above about 40%;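 note: 0% = vehicle and 100% = reference agonist at the receptor; some compounds past the cut are filed as inactive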
hcGAS inh: human cGAS inhibition; Q8N884; recombinant h-cGAS, ATP depletion, Kinase-Glo luminescence; inhibition, % at 12.5 µM; 290,000 tested, 0.081% active; AID 1259398;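 note: 0% = vehicle reaction and 100% = reaction without DNA for no activity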
Target sequence (Q8N884 whole entry, looked up): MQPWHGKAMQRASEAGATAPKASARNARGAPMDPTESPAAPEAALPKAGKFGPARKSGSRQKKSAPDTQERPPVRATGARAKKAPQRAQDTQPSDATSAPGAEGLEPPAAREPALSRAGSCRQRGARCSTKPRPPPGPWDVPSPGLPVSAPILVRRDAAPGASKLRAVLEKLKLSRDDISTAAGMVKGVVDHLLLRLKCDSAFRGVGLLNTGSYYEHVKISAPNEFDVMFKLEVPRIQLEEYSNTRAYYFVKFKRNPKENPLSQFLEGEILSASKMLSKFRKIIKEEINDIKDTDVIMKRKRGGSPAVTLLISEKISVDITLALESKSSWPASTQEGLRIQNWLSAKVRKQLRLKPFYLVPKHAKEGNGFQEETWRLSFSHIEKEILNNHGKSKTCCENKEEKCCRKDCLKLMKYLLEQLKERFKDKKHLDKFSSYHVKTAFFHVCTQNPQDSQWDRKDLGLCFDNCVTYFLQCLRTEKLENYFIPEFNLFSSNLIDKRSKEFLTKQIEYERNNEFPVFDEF
mcGAS lum: blocks mouse cGAS activity; recombinant cGAS, Kinase-Glo ATP depletion luminescence; inhibition, % at 12.5 µM; Q8C6L5; AID 1259399; 160,000 tested, 0.15% active;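 note: 0% = negative control wells and 100% = reference inhibitor with no enzyme activity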
The depositor's hits bear a star; / = no result given; & = joins results of further samples. Cut-off read from the data, not from the text of the source, unless noted: active = inhibition above about 40%; inactive = the rest.

SMILES,NPYLR7 agonist,hcGAS inh,mcGAS lum
CCc1nc(CN(C)C(=O)Nc2cc3c(cc2Br)OCCO3)cs1,-1,6,/
CN1CCC(CNC(=O)C2CCCCC2)(N2CCCCC2)CC1,3,-4,-11
Cc1cc(=O)n(C(C)C(=O)NCc2ccccc2)c2c1c(C)nn2-c1ccccc1 (stereo unspecified),0,-5,/
N#CCCNC(=O)c1cc(N2CCN(Cc3ccccc3)CC2)nc2ccccc12,37,-7,-8
C=CCN(Cc1nc2sc(C(C)C)cc2c(=O)[nH]1)CC(O)COc1ccccc1 (stereo unspecified),19,-7,-5
Cc1ccc(-c2nc3cc(C)ccn3c2NC(=O)COCc2ccccc2)cc1,-3,-1,-5
COCC(=O)N(Cc1ccc2c(c1)OCO2)Cc1c(-c2ccccc2)noc1N1CCCC1,7,-3,-3
Cc1ccc(-c2nc(C(=O)Nc3ccccc3C(=O)N(C)C)cs2)o1,2,-8,/
Cc1nnc(SCc2ccc(F)cc2Cl)s1,-1,-10,/
CCOC(=O)CSc1nc2sc(C)c(C)c2c(=O)n1Cc1ccco1,-2,-2,-3
Cc1c2c(nc3cc4c(cc13)OCO4)-c1ccccc1OC2,10,-7,/
CC1CC(C)CN(S(=O)(=O)c2ccc(C(=O)Nc3nc(C#N)c(C#N)[nH]3)cc2)C1 (stereo unspecified),1,-8,/
CCOc1ccc(-c2cc(C(=O)NCCc3ccc(OC)cc3)c3ccccc3n2)cc1,4,-2,-5
COc1ccc(NS(=O)(=O)c2ccc(Nc3ccc(F)cc3)c([N+](=O)[O-])c2)cc1,-3,1,-4
C/C(=C\c1ccco1)CN1CCC(N2CCC(C(=O)NCc3ccccn3)CC2)CC1,-1&9,-3&-3,/
S=c1scnn1CN(Cc1ccccc1)C1CC1,4,-7,/
CC(C)CN(CCC(=O)Nc1ccccc1)c1nc(-c2cccc(Br)c2)nc2ccccc12,-5,3,0
COc1ccc2[nH]cc(C3CCN(S(=O)(=O)c4cc(F)cc(Cl)c4C)CC3)c2c1,-2,-7,-6
CCn1ncnc1C(C)NC(=O)c1cc(COc2cc(C)ccc2C)on1 (stereo unspecified),-3,2,-6
CCOC(=O)N1CCC(NC(=O)CCN2Cc3cc(Cl)ccc3OC(C)C2)CC1 (stereo unspecified),21,-7,-9
Cc1ccc(C2(O)CCN(S(=O)(=O)c3cn(C)cn3)CC2)nc1,-5,-6,-12
CN(C)P(=NC(=S)N1CCOCC1)(N(C)C)C12CC3CC(CC(C3)C1)C2,16,0,/
Cc1[nH]n(-c2ccc([N+](=O)[O-])cc2)c(=O)c1N=Nc1ccccc1Cl,-4,-3,-7
CCCCNC(=O)C1(C)CCCCN1C(=O)c1ccc2sccc2c1 (stereo unspecified),5,-11,-7
CCCn1c(=O)c(C(=O)NN)c(O)c2ccccc21,4,-1,-3
CN1CCN(c2ccc(-c3nc(-c4cccc(C(F)(F)F)c4)no3)cn2)CC1=O,13,-3,-16
Cc1nccn1CCCN1CCC2(C1)CN(C)C(=O)O2 (stereo unspecified),3,-7,-11
COc1ccccc1OC1CCN(c2nncc(-c3ccc(Cl)cc3)n2)CC1,-10&3,2&-5,/
COc1ccc(CC(=O)OCc2ccc(COC(=O)Cc3ccc(OC)c(OC)c3)cc2)cc1OC,-3,-5,-6
N=C(N)SCCc1cnc[nH]1,8&-1,-5&-2,0
CC(C)N1C(=O)COCc2cc(-c3cccc(C#N)c3)ccc21,6,-6,/
O=c1ccc2c([nH]1)CCCC2N=Cc1sc2ccccc2c1Cl (stereo unspecified),21,-5,-16
O=C(NC1CCN(c2ccccc2C(=O)NCc2ccncc2)CC1)c1cccc(Cl)c1,0,-4,-7
O=C(CN1CCN(Cc2nc3ccsc3c(=O)[nH]2)CC1)NC1CC1,1,-1,/
CCNC(=O)C1(C)CCN1C(=O)Cc1ccc(-c2ccccc2)cc1 (stereo unspecified),-3,0,0
Cc1nc2c(sc3cccc(F)c32)c(=O)n1CC(=O)NC1CCCC1,-2,-7,-8
Cc1nc(N2CCCC(C(=O)NCCC3=CCCCC3)C2)nc2cc(S(C)(=O)=O)ccc12 (stereo unspecified),14,-10,-11
Nc1ncnc2sc3c(c12)CCN(C(=O)CCc1cccs1)C3,-1,-9,/
Cc1ccc(COc2cn(CC(=O)N3CCN(c4ccccc4)CC3)c(C)cc2=O)cc1,0,-10,-7
Cc1ccc(-c2c(C)sc3nc(CN4CCN(Cc5ccccc5)CC4)[nH]c(=O)c23)cc1,-2,-2,/
Fc1cccc2ccc(CN3CCCC(N4CCc5ccccc5C4)C3)nc12 (stereo unspecified),-3,2,/
Cc1nc2ncnn2c(N2CCN(C(=O)c3ccc(OC(F)(F)F)cc3)CC2)c1Cc1ccccc1,/,-4,-6
CCN(CC)P1(=Nc2ccccc2Cl)C(=C2N(C)c3ccccc3C2(C)C)C=NN1C (stereo unspecified),6,-7,/
Cn1nnc(-c2ccc(C(=O)Nc3cnc4n3CCCC4)cc2)n1,-6,-6,-11
COc1ccccc1C(=O)N(CC(=O)N1CCc2sccc2C1COc1ccc(C(C)C)cc1)CC1CCCO1 (stereo unspecified),-1,-6,-6
CCNC(=O)N(CCOC)Cc1cc(Cl)ccc1OS(=O)(=O)c1ccc(F)cc1,22,-2,-9
CCOCCCN(CC(=O)N1CCc2sccc2C1c1ccccc1)C(=O)C1C[C@H]1c1ccccc1 (stereo partly specified),-12,-3,1
Cc1c(C(C)NC(=O)CN2CCOC2=O)cnn1-c1cccc2ccccc12 (stereo unspecified),13&2,-8&-9,-9
CCOc1cc(C(=O)NCC(=O)N2CCCC2)cc(OCC)c1OCC,14,-3,/
CCCCc1ncc2c(n1)C[C@@H](Cc1ccccc1)NC2=O,16,-6,/
O=C(NCc1ccc(Cl)cc1)c1cc2nc(-c3ccc(Br)cc3)cc(C(F)(F)F)n2n1,-5,-7,-5
COc1cccc(-c2cc(C(=O)NC(C)c3ccccc3)n3nc(-c4ccccc4)cc3n2)c1 (stereo unspecified),-3,-3,-4
O=C(Cn1nc2c(c1NC(=O)CCCc1ccccc1)CSC2)NCc1ccco1,-4,-3,-3
COc1ccccc1C(=O)C1CCCN(C(=O)c2cc(-c3ccccc3F)n[nH]2)C1 (stereo unspecified),11,-8,-10
O=C(NCc1ccccc1Cn1cccn1)C1CCN(c2ccccc2)C1=O (stereo unspecified),3,-9,/
Cc1ccc(-n2c(CCC(=O)NCCCN3CCOCC3)cc3c2-c2ccccc2OC3)c(F)c1,2,-9,-11

More entries follow.
SMILES,NPYLR7 agonist,hcGAS inh,mcGAS lum
CC1CC2C3CCC4=CC(=O)C=C[C@]4(C)[C@@]3(F)[C@@H](O)C[C@]2(C)[C@@]1(O)C(=O)CO (stereo partly specified),6&7,-2&-4,-4
CCC(C)C(NC(=O)c1cc(S(=O)(=O)N2CCCC2)ccc1C)C(=O)OC (stereo unspecified),4,-8,-6
CCOc1ccccc1N1CCN(Cc2nc(Cc3ccc(OC)c(OC)c3)no2)CC1,16,-10,/
CC/C=C(\C)c1c(-c2ccccc2)ncn1Cc1nc(COC)no1,23,-10,/
Cc1occc1C(=O)N1CCC(N2CCCC(C(=O)N3CCCC3)C2)CC1 (stereo unspecified),19,-5,/
COc1ccccc1OCC1c2ccsc2CCN1C(=O)CN(C(=O)c1ccc2c(c1)OCO2)C(C)(C)C (stereo unspecified),/,-5,-6
CC(C)(Oc1ccc(Cl)cc1)C(=O)Nn1cnc2c(cnn2-c2ccccc2)c1=O,3,-3,/
O=C(NCCn1cccc1)C1CC2CCC1O2 (stereo unspecified),10,-9,/

Exported with two lines to a compound: entries from further up.
Values run as follows: NPYLR7 agonist	hcGAS inh	mcGAS lum
- CCOc1cc(C(=O)NCC(=O)N2CCCC2)cc(OCC)c1OCC
    14	-3	/
- CCCCc1ncc2c(n1)C[C@@H](Cc1ccccc1)NC2=O
    16	-6	/
- O=C(NCc1ccc(Cl)cc1)c1cc2nc(-c3ccc(Br)cc3)cc(C(F)(F)F)n2n1
    -5	-7	-5
- COc1cccc(-c2cc(C(=O)NC(C)c3ccccc3)n3nc(-c4ccccc4)cc3n2)c1 (stereo unspecified)
    -3	-3	-4
- O=C(Cn1nc2c(c1NC(=O)CCCc1ccccc1)CSC2)NCc1ccco1
    -4	-3	-3
- COc1ccccc1C(=O)C1CCCN(C(=O)c2cc(-c3ccccc3F)n[nH]2)C1 (stereo unspecified)
    11	-8	-10
- O=C(NCc1ccccc1Cn1cccn1)C1CCN(c2ccccc2)C1=O (stereo unspecified)
    3	-9	/
- Cc1ccc(-n2c(CCC(=O)NCCCN3CCOCC3)cc3c2-c2ccccc2OC3)c(F)c1
    2	-9	-11
- CC1CC2C3CCC4=CC(=O)C=C[C@]4(C)[C@@]3(F)[C@@H](O)C[C@]2(C)[C@@]1(O)C(=O)CO (stereo partly specified)
    6&7	-2&-4	-4
- CCC(C)C(NC(=O)c1cc(S(=O)(=O)N2CCCC2)ccc1C)C(=O)OC (stereo unspecified)
    4	-8	-6
- CCOc1ccccc1N1CCN(Cc2nc(Cc3ccc(OC)c(OC)c3)no2)CC1
    16	-10	/
- CC/C=C(\C)c1c(-c2ccccc2)ncn1Cc1nc(COC)no1
    23	-10	/
- Cc1occc1C(=O)N1CCC(N2CCCC(C(=O)N3CCCC3)C2)CC1 (stereo unspecified)
    19	-5	/
- COc1ccccc1OCC1c2ccsc2CCN1C(=O)CN(C(=O)c1ccc2c(c1)OCO2)C(C)(C)C (stereo unspecified)
    /	-5	-6

Next structures:
SMILES,NPYLR7 agonist,hcGAS inh,mcGAS lum
Cc1ccc(NS(=O)(=O)c2cccc(-n3cnnn3)c2)cc1C(F)(F)F,-2,-5,/
CCOc1ccccc1-c1nnc(SCC(=O)c2ccc(F)cc2)o1,/,-9,-7
CSc1nnc(CSc2ncccn2)n1CCc1ccccc1,3,-3,-5
CC(=O)N1CCN(C(=O)c2cc(C(C)C)n(-c3nc4ccccc4s3)n2)CC1,11,-9,-8
Cc1ccccc1Cn1c(N2CCNCC2)nc2c1c(=O)[nH]c(=O)n2C,-1,-5,/
CC(C)NC(=O)CN1CCN(Cn2c(=S)oc3ccccc32)CC1,-7,5,/
O=C(c1ccco1)N1CCCC2(CCCCC2)C1,6,0,-2
COc1ccc(Cl)cc1Cn1c(C)c(C(=O)NC2CC2)sc1=O,4,-5,/

3 structures out of the list, arranged by length of the SMILES, rising:
SMILES,NPYLR7 agonist,hcGAS inh,mcGAS lum
O=C(c1ccco1)N1CCCC2(CCCCC2)C1,6,0,-2
CC(C)NC(=O)CN1CCN(Cn2c(=S)oc3ccccc32)CC1,-7,5,/
Cc1ccccc1Cn1c(N2CCNCC2)nc2c1c(=O)[nH]c(=O)n2C,-1,-5,/

Later entries:
SMILES,NPYLR7 agonist,hcGAS inh,mcGAS lum
CC1(C)CC(C)(O)P(=O)(c2ccccc2)O1 (stereo unspecified),-5,-9,/
Cc1cc(C(F)(F)F)nc(CCNC(=O)CC2COCCN2)n1 (stereo unspecified),14,-2,/
COc1cc(C=C2C(=O)N(C)C(=O)N(C)C2=O)ccc1O,3,-7,/
COc1cccc(CS(=O)(=O)c2ncc(CN(CC3CC3)C(=O)NC(C)(C)C)n2CC(C)C)c1,18,-6,/
COc1ccc(CN(Cc2ccccc2)C(=O)C(C)SC)cc1 (stereo unspecified),7,-3,/
CC(C)(CN1CCOCC1)NC(=O)[C@@]12CNC[C@@H]1CN(c1ncccn1)C2,/,-9,-5
CNC(=O)c1ccc(CN(C)c2snc(Cl)c2C#N)cc1,9,-8,/
NC(=O)c1c(NC(=O)c2csc3c2CCCC3)sc2c1CCCC2,0,-6,/
Cc1cc(C)c(NC(=O)CSc2ncc(S(=O)(=O)c3ccc(C(C)(C)C)cc3)c(=O)[nH]2)c(C)c1,3,-1,-7
O=C(OCc1cc(-c2ccc(F)cc2F)on1)c1ccco1,-1,-8,/
Cc1nc(SCC(=O)c2c(N)n(C3CC3)c(=O)[nH]c2=O)n(C2CCCCC2)c1C,0,-5,/
O=C1CC(c2cccc3nonc23)c2cnn(Cc3cccs3)c2N1 (stereo unspecified),23,-1,-9
CC1=NC2=C(C(=O)CC(c3ccccc3)C2)C(c2ccc([N+](=O)[O-])cc2)C1C(=O)OCCOc1ccccc1 (stereo unspecified),12,-4,-7
CCSc1nnc(NC(=O)CC23CC4CC(CC(Br)(C4)C2)C3)s1,0,-1,-3
CN(C)NC(=S)NC1CCCCC1,-6,-4,/
COc1ncccc1C(=O)NCc1cccnc1-n1cnc2ccccc21,2,-12,/
Cc1ccc(S(=O)(=O)NCc2nnnn2C2CCCCC2)cc1,1,2,2
Cc1cc(Br)ccc1NC(C)C(=O)N1CC(C)OC(C)C1 (stereo unspecified),6,-11,-4
CN(C)C(=O)CSc1nnc(-c2cccs2)n1C,0,-5,/
O=C1CNC(=O)N1CCN1CCN(CC(F)(F)F)c2ccccc21,4,2,/
Clc1cc2c(cc1CN1CCN(c3nccc(Nc4ccc5ncsc5c4)n3)CC1)OCO2,0,0,/
O=c1oc2c3c(ccc2cc1-c1ccc(Cl)cc1)OCN(CCCN1CCOCC1)C3,21,6,1
COc1cccc(CN2CCN(Cc3ccc(-n4cccn4)cc3)CC2=O)c1,4,-7,/
Clc1ccc(-c2nc(CN3CCN(c4ncccn4)CC3)cs2)cc1,4,-5,-5
CCOc1ccc(-c2cc3c(=O)n(CC(=O)NCc4cccc(OC)c4)ncn3n2)cc1,-12,-3,-1
Cc1ccc(CN(C)C(=O)C2CCC(=O)N(CCN3CCOCC3)C2)o1 (stereo unspecified),10,-8,/
CCn1nc(C)c(C(=O)NCc2ccc3c(c2)n(C)c(=O)n3C)c1C,10,-7,/

Screening data from PubChem.
